EWS-Fli inh = EWS/Fli transcriptional activity inhibition; inhibition, % at 12.6 µM; A673 NR0B1-luciferase reporter, viability-normalised; hit rate 0.67% among 350,000;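 active = mean inhibition of at least 50% after viability correction, with every replicate also passing that limit; inconclusive = mean reaches 50% but only one of two replicates passes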;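 note: firefly luciferase signal divided by Alamar Blue viability fluorescence both relative to DMSO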
INS-1E GSIS act = GLuc luminescence reporter in INS-1E cells, primary screen for activators of glucose-dependent secretion of insulin. INS-1E GLuc reporter insulin secretion, 2-3 h. activation, % at 16.6 µM. hit rate 0.61% among 370,000;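 active = lowest replicate activation of at least 40%, so every replicate reaches that level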;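 note: 0% = median of neutral control wells and 100% = median of IBMX positive control wells; some compounds called inactive have numbers as strong as hits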
miR-122 sensor = blocks miR-122 activity in Huh7 sensor cells | Huh7 miR-122 Renilla luciferase sensor, 48 h; neutral wells = 0, positive control = 100 | activation (reporter increase), % at 12.5 µM | hit rate 0.3% among 340,000;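 active = mean replicate activation score at least 90 and every replicate individually at or above 90; inconclusive = only one of the two criteria met; inactive = neither criterion met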;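 note: higher luciferase means less miR-122 activity so hits act as miR-122 inhibitors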
CFTR F508del cor = correctors of CFTR F508del function in bronchial epithelial cells; hit rate 0.36% among 350,000; activity (quench increase), % at 7.58 µM; AID 720511; CFBE cells, YFP halide quenching; stimulated with forskolin plus potentiator P3; % fluorescence drop versus neutral controls;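 active = mean added fluorescence quench of at least 8% versus neutral control, with both replicates also reaching 8%; inconclusive = only one of the mean or replicate conditions met; inactive = mean below 8% and not both replicates reaching 8%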;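 note: cells transiently co-express mutant CFTR-F508del with the halide-sensitive YFP; corrector assay measuring rescue of mutant channel to the surface after 24 h compound exposure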
DENV2 CPE rescue = inhibitors of DENV2 cytopathic effect. DENV2-infected cells, cytopathic effect rescue, plate reader. CPE inhibition, % at 9.99 µM. hit rate 1.7% among 350,000; in the data active = CPE inhibition above about 20%, passing the limit was not always enough; inconclusive = no clear call, values can overlap the other calls; tested in BHK-21 cells;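 note: 0% = median of neutral control wells and 100% = median of positive control wells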
PAX8 reporter = PAX8 transcriptional activity inhibition; RMG-I TPO-luciferase reporter, SteadyGlo, 24 h; inhibition, % at 12.6 µM; hit rate 1.2% among 360,000; AID 652154;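 active = mean replicate inhibition at least 60% with every replicate also reaching 60%; inconclusive = only one of the two criteria is met; inactive = mean below 60% and not all replicates reaching 60%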;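 note: luciferase light reporting Pax8 driven TPO promoter activity; plate controls were median of neutral control wells for no effect and mitoxantrone controls for full effect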
FN deposit inh = fibronectin deposition inhibition. AID 743247. hit rate 0.086% among 350,000. AH1F fibroblasts, Alexa488-fibronectin deposition fluorescence, overnight. inhibition, % at 12.6 µM;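 active = mean inhibition across replicates of 30% or more, regardless of how many single replicates reach that level; inconclusive = mean under 30% yet at least half of replicates reach 30%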;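 note: positive control wells lacked labelled fibronectin entirely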
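Material: AH1F fibroblast monolayer depositing Alexa488-labelled fibronectin into matrix | Input: 10000 AH1F cells/well | Medium: DMEM plus 2% serum, read in PBS | Reagent: Alexa488-fibronectin, 24 nM final in well | Compound dosing: One dose per compound, pinned | Schedule: 1 h adhesion, overnight exposure | Measured by: Fluorescence at 485 nm excitation, 525 nm emission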
Active calls of the source: *; ? = inconclusive; nt = no result given; & = joins results of further samples; [ ] = dose if it differs, or a comment. Compounds were not picked by outcome; 3.9% or so of the library scored in one or more.

cpd	SMILES	EWS-Fli inh	INS-1E GSIS act	miR-122 sensor	CFTR F508del cor	DENV2 CPE rescue	PAX8 reporter	FN deposit inh
1	CO[C@H]1CN(C)C(=O)c2cc(NC(C)=O)ccc2OC[C@@H](C)N(C(=O)C2CCOCC2)C[C@H]1C	-5	18	nt	-3.4	-10	-15	3
2	O=C(c1ccccc1)N1N=C(c2ccccc2O)CC1c1ccccc1 (stereo not drawn)	5	6	nt	1.1	4	-1	-3
3	O=c1cc(N2CCCC2)[nH]c(=O)n1-c1ccc(Cl)cc1	-12	-4	0	-1.3	-4	nt	nt
4	CCOc1ccc2oc(C(=O)NCc3nc4ccccc4[nH]3)c(C)c2c1	-5	-8	2	-1.3	-3	-11	0
5	O=C(N[C@@H]1CC[C@H](CCNC(=O)c2ccccc2F)O[C@H]1CO)c1ccc2c(c1)OCO2	3	-13	nt	-2.7	-6	7	-8
6	COC(=O)c1cccc(S(=O)(=O)N(Cc2ccco2)Cc2cc3cc(OC)c(OC)cc3[nH]c2=O)c1	nt	-10	-2	nt	nt	nt	5
7	COc1ccc(C2=CCCCCC2)c(OC)c1OC	-24	8	nt	-3.0	1	-18	-11
8	COc1ccc(-n2nc3c(c2NC(=O)C2CC2)CS(=O)C3)cc1 (stereo not drawn)	nt	nt	-8	nt	nt	6	6
9	COc1cc(C(=C(CC(=O)O)C(=O)O)c2ccc3c(c2)OCO3)cc(OC)c1OC	-2	6	nt	-2.8	-6	6	nt
10	Cc1c(CCOC(=O)C2C3CC4CC(C3)CC2C4)sc[n+]1CC(=O)c1ccc(Br)cc1 (stereo not drawn)	47	-2	-20&-3	3.2	7	12	-2
11	CO[C@H]1CN(C)C(=O)c2cc(NC(=O)NC(C)C)ccc2OC[C@H](C)N(Cc2ccc(-c3ccccn3)cc2)C[C@H]1C	2	-19	-6[16.7 µM]	4.5	7	nt	1
12	Cc1cccc(C(=O)OC(C)CN2CCCC2)c1 (stereo not drawn)	-4	4	-2	-2.4	-4	-19	1
13	CCOc1ccc(CNc2ccc(CNc3ncn[nH]3)cc2)cc1	-14	0	-2	-0.6	4	-7	-4
14	CC(C)c1ccc(CC(=O)N2CCC2(C)C(=O)NS(=O)(=O)c2ccc(Cl)s2)cc1 (stereo not drawn)	4	-2	nt	0.5	-2	11	9
15	COc1ccc(CC(=O)Nc2ccccc2C(C)=O)cc1S(=O)(=O)N1CCOCC1	3	11	nt	2.1	-6	17	7
16	CCc1cccc(-n2c(SCC(=O)c3c(N)n(C4CC4)c(=O)[nH]c3=O)nnc2N2CCOCC2)c1	0	21	2	3.7	13	-7	-1
17	O=C(Cc1ccc(Cl)cc1)N1CCOCC1	-3	-10	2	-1.8	-5	-14	0
18	COc1cccc(C2/C(=C(/O)c3ccccc3)C(=O)C(=O)N2Cc2ccco2)c1 (stereo not drawn)	-2	nt	-14	1.1	2	-27	4
19	Cc1cc(Oc2ccc3ccccc3c2)nc(SCC(=O)c2ccccc2)n1	nt	-29	-1	nt	nt	27	-3
20	Cc1ccc(S(=O)(=O)N(C)C[C@H]2Oc3ncc(C#CC4(O)CCCC4)cc3C(=O)N([C@@H](C)CO)C[C@@H]2C)cc1	0	8	-4[16.7 µM]	-0.2	9	nt	-10
21	Oc1cncc(-c2cccnc2)c1	4	14	-2	3.3	-15	-26	6
22	Cc1ccc2c(Cl)cc(Cl)c(OCC(=O)NC3CCS(=O)(=O)C3)c2n1 (stereo not drawn)	-1	1	-5	5.2	-3	9	-5
23	CC1(C)CC(NC(=O)c2cccc(S(=O)(=O)Nc3cccc(Cl)c3)c2)CC(C)(C)N1	-10	2	1	4.4	-6	9	-5
24	Cc1onc(-c2ccccc2)c1C(=O)NC(=S)NNC(=O)c1cccnc1	-6	7	-4	1.8	-11	5	1
25	CCN(CC(=O)Nc1c(F)cccc1F)C(=O)c1cccnc1Sc1ccccc1	5	3	-4	-2.1	7	12	10
26	CN(C)/C=C(/C(=O)c1ccc(Cl)cc1)S(C)(=O)=O	-5	3	nt	-0.2	4	-10	0
27	CC(C(=O)Nc1ccc(S(=O)(=O)N2CCCC2)cc1)N1CCN(C(=O)c2ccco2)CC1 (stereo not drawn)	nt	nt	-10	nt	nt	7	15
28	Cc1cc(C(=O)NCC(=O)OCC(=O)Nc2ccc(OC(F)F)cc2)ccc1[N+](=O)[O-]	12	-50	nt	nt	3	5	5
29	CCc1ccc(N2C(=O)CC(N(CC3CCCO3)C(=O)/C=C/C(=O)O)C2=O)cc1 (stereo not drawn)	nt	-1	-1	nt	nt	-15	5
30	Cc1nn(C(C)c2n[nH]c(=S)n2-c2cccc(Cl)c2)c(C)c1[N+](=O)[O-] (stereo not drawn)	nt	nt	3	nt	nt	-6	-9
31	Cc1ccc(S(=O)(=O)N(C)C[C@H]2Oc3c(NC(=O)Nc4c(C)noc4C)cccc3C(=O)N([C@H](C)CO)C[C@H]2C)cc1	-4	2	-1[16.7 µM]	3.4	1	-26	nt
32	COc1ccc(CCN(Cc2ccc(C(C)C)cc2)S(=O)(=O)c2ccc(S(=O)(=O)N(C)C)cc2)cc1OC	nt	-1	nt	nt	nt	5	-6
33	CC1(C(=O)NC2CCCCC2)CCC(=O)N1Cc1cccs1 (stereo not drawn)	-4	nt	-1	1.1	-5	-11	2
34	CC1CC(C)CN(C(=O)COC(=O)Cc2c[nH]c3ccccc23)C1 (stereo not drawn)	10	-15	nt	6.9	0	-5	nt
35	COc1ccc(N2C(=O)C3CCCN3C2c2cccc(OC)c2OC)cc1 (stereo not drawn)	-2	1	nt	0.5	1	-5	-8
36	CCN1C(=O)c2ccccc2S(=O)c2ccc(C(=O)NCc3ccccn3)cc21 (stereo not drawn)	6	3	-1	-0.2	-7	16	3
37	Cc1cc(N2CCOCC2)nc2ccc(NC(=S)NCCC(C)C)cc12	0	-22	nt	-0.2	3	8	3
38	Cc1noc(C)c1NC(=O)NCC[C@H]1CC[C@H](NC(=O)c2ccc(F)cc2)[C@H](CO)O1	0	12	nt	-2.8	-2	4	-7
39	Cc1ccc(S(=O)(=O)Nc2ccc3c(c2)C(=O)N([C@H](C)CO)C[C@@H](C)[C@@H](CN(C)Cc2ccc(C(F)(F)F)cc2)OCCCC[C@@H](C)O3)cc1	32	-2	-8[16.7 µM]	1.7	-26	87*	0
40	C#CCOCCOCCOCCNc1nc(N2CCOCC2)nc(N2CCN(C(=O)[C@H](CC(N)=O)n3cc([C@@H](N)C(C)C)nn3)CC2)n1	8	27	1	-0.9	nt	0	3
41	C[C@@H]1CN([C@@H](C)CO)C(=O)CCCn2cc(nn2)CO[C@@H]1CN(C)S(=O)(=O)c1cccs1	10	5	-3[16.7 µM]	-0.1	17	3	9
42	COC(=O)[C@]12CCCCC=C1N(CCc1ccc(OC)c(OC)c1)C(=O)[C@H](CC(=O)N1CCOCC1)C2	-3	5	nt	0.8	-5	-7	-3
43	Cc1cccc(C(=O)OCC(=O)Nc2nnc(-c3ccccc3)o2)c1O	-6	15	0	1.8	1	-22	1
44	O=C(Nc1ccc(Nc2ccccc2)cc1)c1ccc(Cl)cc1	2	-9	4	-0.5	-9	2	17
45	C[C@H](CO)N1C[C@H](C)[C@@H](CN(C)Cc2ccc(C(=O)O)cc2)Oc2ccc(NC(=O)Nc3ccc(F)cc3)cc2CC1=O	1	-1	-1[16.7 µM]	-2.1	-1	-1	nt
46	COc1ccc(OC)c(/C=N/NC(=O)C(O)c2ccccc2)c1 (stereo not drawn)	-6	1	-2	-1.8	-4	6	5
47	O=C1[C@H]2[C@@H](c3ccc(F)cc3)N3C(=O)N(c4cccc(Br)c4)C(=O)[C@@]3(Cc3ccc(Cl)cc3)[C@H]2C(=O)N1C1CCCCC1	5	31	1	4.2	12	25	3
48	C/C=C/c1ccc([C@@H]2[C@@H](CNC(=O)c3ccncc3)N(C(C)=O)[C@H]2CO)cc1	-2	3	-14[16.7 µM]	-0.8	?	-20	-7
49	COC(=O)c1ccc(NC(=O)CSc2nc3[nH]ncc3c(=O)[nH]2)cc1	7	5	nt	0.5	-3	-8	0
50	FC(F)(F)c1ccc(NC(=S)NCc2ccccc2)cc1	-5	-32	nt	-4.2	-2	-2	nt
51	O=C(CN1CCCC1)Nc1ccc(Cl)cc1C(F)(F)F	-11	-5	nt	0.8	9	16	-7
52	CNC[C@H]1Oc2cc(-c3ccc(C)cc3)ccc2S(=O)(=O)N([C@H](C)CO)C[C@@H]1C	-3	13	-3[16.7 µM]	2.1	-5	nt	0
53	N#Cc1ccc(Sc2nc3ccccc3[nH]2)cc1C#N	nt	nt	-6	nt	nt	8	-2
54	Oc1cccc(/C=N/N2CCN(c3ccccn3)CC2)c1	-10	-5	-2	-0.8	0	-68	1
55	CCN1C(=O)[C@@H]2[C@@H](c3ccc(-c4cccc(Cl)c4)c(OC)c3)N3CCCC[C@@]3(C(=O)OC)[C@@H]2C1=O	-6	nt	nt	3.0	?	12	0
56	CCCNC(=O)NC[C@H]1[C@@H](c2ccc(C3=CCCC3)cc2)[C@H](CO)N1C(C)=O	-2	-6	7[16.7 µM]	-0.4	?	1	10

Next part.
cpd	SMILES	EWS-Fli inh	INS-1E GSIS act	miR-122 sensor	CFTR F508del cor	DENV2 CPE rescue	PAX8 reporter	FN deposit inh
57	CCN(C[C@H]1N[C@@](C)(C(=O)OC)[C@H]2C(=O)N(Cc3ccccc3)C(=O)[C@@H]12)C(=O)c1ccccc1	1	-5	nt	5.7	0	-6	2
58	Cc1ccc2cccc(OCc3ccccc3)c2n1	6	nt	2	-1.9	-4	21	10
59	COc1ccc(C=NNC(=O)CCCC(=O)NN=Cc2ccc(OC)c(OC)c2)cc1OC	10	4	nt	3.1	-1	2	0
60	O=C(/C=C/c1ccc(Cl)c([N+](=O)[O-])c1)Nc1ccc(N2CCCC2)c(Cl)c1	30	14	nt	nt	4	8	-32
61	COc1ccc(S(=O)(=O)Nc2ccc3c(c2)CC(=O)N([C@@H](C)CO)C[C@@H](C)[C@H](CN(C)S(=O)(=O)c2ccc(Cl)cc2)O3)cc1	-7	-6	-10[16.7 µM]	1.1	-10	-13	nt
62	CCn1nnnc1SCC(=O)N(C)C1CCS(=O)(=O)C1 (stereo not drawn)	-1	30	2	2.1	0	-2	-7
63	Cc1nnc(SCC(=O)N2CCOCC2)s1	nt	8	1	nt	nt	nt	-13
64	C[C@@H]1CN([C@@H](C)CO)C(=O)c2cc(C#Cc3ccccc3)cnc2O[C@@H]1CN(C)Cc1ccccn1	1&-3&-1	-1&4	-1	-1.6&-2.2&0.2	3&13&-4	6&0&-5	-2
